Compound activity: PubChem, National Center for Advancing Translational Sciences (NCATS)
ERG-DNA inh: blocks human ERG Ets domain binding to DNA. 370,000 compounds, 0.028% hits. P11308. Potency, µM (doses to about 76.9 µM), for inactives: top-dose FP activity, negative = inhibition, actives largely listed as inhibitors. fluorescence polarization, His-ERG Ets domain / labelled DNA. AID 624246; active = well fitted inhibition curve with a large enough effect in the polarisation, with a control signal flat; inconclusive = small, poorly fitted or top-dose-only effect, or effect the other way, or a change in a side signal; inactive = no such curve, though single readings can be large or run the other way; the % refers to the polarisation;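 note: polarization taken with two DNA probes labelled with fluorescein and Texas red; potency is the fitted concentration of half-maximal effect; % of control where 0% means no effect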
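His-tagged ERG Ets domain (1 uM in the protein solution; 300mM KCl, 50mM Tris-HCl, 1mM EDTA, 1mM DTT, pH 7.5) received compound, then a probe mix of 5 nM fluorescein-DNA and 100nM Texas-615-DNA. Fluorescence polarization was read for both dyes.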
G9a block: blocks human histone lysine methyltransferase G9a. Q96KQ7. G9a H3K9 monomethylation, AlphaScreen, 2 h. Potency, µM (doses to about 102 µM), for inactives: at the top dose activity, negative = inhibition, actives largely listed as inhibitors. 350,000 compounds, 8.8% hits. AID 504332; note: potency is the fitted concentration of half-maximal effect; % is set by controls: 0 for no effect and ±100 for the full control effect; nearly all actives have a fitted effect of over 75% in size
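Chemiluminescent proximity detection of H3K9 monomethylation, read after 10 min bead incubation in the dark. Reaction: 20 nM G9a, 500 nM biotin-H3K9 peptide, 20 uM SAM cofactor, 2 h, room temperature, following 15 min enzyme-compound preincubation.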
HP1b chromo inh: inhibitors of HP1-beta chromodomain binding to methylated histone tails | AlphaScreen HP1-beta / biotin-H3K9me3 peptide binding | Potency, µM (doses to about 114 µM), for inactives: at the highest dose activity change, negative = inhibition, hits mostly inhibitors | 390,000 compounds, 0.56% hits | AID 540317; note: potency is the fitted concentration of half-maximal effect; nearly all actives have a fitted effect of over 70% in size; inactives centre near 23
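HP1-beta protein (50 nM final) preincubated 30 min at room temperature with biotinylated H3(1-18)K9me3 peptide (50 nM) in PBS pH 7.4, 0.01% Tween-20, then compound added for 30 min. AlphaScreen streptavidin donor/nickel chelate acceptor beads (10 ug/mL final), 30 min dark, luminescence read.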
BAZ2B inh: blocks human BAZ2B. Potency, µM (doses to about 114 µM), without a hit: at the top dose activity change, negative = inhibition, hits mostly inhibitors. Q9UIF8. AlphaScreen BAZ2B-H3K14Ac peptide displacement. 360,000 compounds, 4.4% hits; note: potency is the fitted concentration of half-maximal effect; % is set by controls: 0 for no effect and ±100 for the full control effect; nearly all actives have a fitted effect of over 60% in size
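BAZ2B (50 nM) with biotin-H3(5-23)K14Ac peptide (50 nM) in PBS pH 7.4, 0.01% Tween-20, preformed 30 min, then compound 30 min at room temperature; top concentration 110uM. AlphaScreen streptavidin donor/nickel chelate acceptor beads (10 ug/mL final), 20 min dark, signal read.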
RGS4 inhibitor: human RGS4 inhibition. P49798. Transcreener GDP fluorescence polarization, RGS4-accelerated GTP hydrolysis. 390,000 compounds, 0.039% hits. Potency, µM (titrated, usually from 114 µM), inactives show at the highest dose activity change, negative = inhibition, hits mostly inhibitors; note: potency is the fitted concentration of half-maximal effect; % is set by controls: 0 for no effect and ±100 for the full control effect; nearly all actives have a fitted effect of over 75% in size; some results filed as inactive show a strong effect at the top dose
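MLSMR compounds (23 nl, pin-transferred) preincubated 10 min at room temperature with a 500nM (2x) first reagent, then RGS4 at 900nM (2x) plus Transcreener GDP mix added; fluorescence polarization (620/688 nm) read before and after 90 min at 30 °C.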
GLS inhibitor: inhibitors of human glutaminase (GLS). O94925. GLS enzymatic activity, qHTS titration. Potency, µM (series often up to 45.5 µM), inactives show at the top dose activity change, negative = inhibition, usual class: inhibitors. 410,000 compounds, 0.21% hits; note: potency is the fitted concentration of half-maximal effect; % is set by controls: 0 for no effect and ±100 for the full control effect
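Enzyme dispensed in phosphate buffer (45 mM, pH 8.2, 0.02% Tween-20), compounds pinned in, then 1 mM L-glutamine solution and the glutamate oxidase–HRP–Amplex Red mix added; fluorescence read immediately and again after 30 min at room temperature.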
12-LOX inh: blocks human arachidonate 12S-lipoxygenase. P18054. purified 12hLO, xylenol orange hydroperoxide absorbance. Potency, µM (titrated, usually from 108 µM), without a hit: at the highest dose activity change, negative = inhibition, actives largely listed as inhibitors. 580,000 compounds, 1.1% hits; note: potency is the fitted concentration of half-maximal effect; % is set by controls: 0 for no effect and ±100 for the full control effect
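Hydroperoxide product was detected by ferrous iron/xylenol orange as the 573 to 405 nm absorbance ratio. Arachidonic acid at 40 uM (final) was turned over for 30 min at room temperature by 150 nM human 12hLO, pH 7.0 Hepes buffer, after 15 min compound preincubation.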
JMJD2A Tudor: JMJD2A Tudor domain (human) inhibition. 390,000 compounds, 4.4% hits. O75164. Potency, µM (doses to about 114 µM), for inactives: at the highest dose activity change, negative = inhibition, usual class: inhibitors. AlphaScreen JMJD2A-Tudor / H3K4me3 peptide binding; note: potency is the fitted concentration of half-maximal effect; % is set by controls: 0 for no effect and ±100 for the full control effect; nearly all actives have a fitted effect of over 50% in size
Target sequence (O75164 whole entry, looked up, the tested form may be a part): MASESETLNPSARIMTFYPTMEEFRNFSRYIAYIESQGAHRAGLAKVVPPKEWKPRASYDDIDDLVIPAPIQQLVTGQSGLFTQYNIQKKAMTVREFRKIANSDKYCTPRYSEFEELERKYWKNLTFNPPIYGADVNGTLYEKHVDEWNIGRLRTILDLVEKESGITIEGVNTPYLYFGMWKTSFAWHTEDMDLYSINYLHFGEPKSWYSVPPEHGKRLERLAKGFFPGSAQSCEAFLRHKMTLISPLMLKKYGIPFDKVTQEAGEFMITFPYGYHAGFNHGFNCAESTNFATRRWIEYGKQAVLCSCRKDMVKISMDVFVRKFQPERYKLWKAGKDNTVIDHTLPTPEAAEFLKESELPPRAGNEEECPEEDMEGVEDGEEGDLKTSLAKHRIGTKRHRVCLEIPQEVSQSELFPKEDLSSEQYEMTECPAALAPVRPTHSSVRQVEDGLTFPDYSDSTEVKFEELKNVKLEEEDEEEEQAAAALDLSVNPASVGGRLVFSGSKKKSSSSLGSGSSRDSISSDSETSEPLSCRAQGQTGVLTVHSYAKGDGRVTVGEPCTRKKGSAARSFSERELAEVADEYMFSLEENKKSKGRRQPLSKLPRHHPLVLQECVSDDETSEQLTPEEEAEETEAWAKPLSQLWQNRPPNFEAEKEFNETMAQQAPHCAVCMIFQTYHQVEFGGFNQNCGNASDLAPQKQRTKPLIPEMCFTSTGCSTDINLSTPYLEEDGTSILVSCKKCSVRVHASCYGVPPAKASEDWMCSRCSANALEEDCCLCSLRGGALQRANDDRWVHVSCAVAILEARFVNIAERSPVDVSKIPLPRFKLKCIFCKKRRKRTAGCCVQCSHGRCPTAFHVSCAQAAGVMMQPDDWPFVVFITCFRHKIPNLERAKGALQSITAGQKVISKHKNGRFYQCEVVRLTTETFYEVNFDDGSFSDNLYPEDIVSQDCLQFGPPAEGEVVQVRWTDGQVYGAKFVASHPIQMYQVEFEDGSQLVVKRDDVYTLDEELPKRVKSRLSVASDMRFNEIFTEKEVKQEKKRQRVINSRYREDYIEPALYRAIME
PI4K2A inh: PI4K2A (human) kinase inhibition; AID 1346378; 420,000 compounds, 0.13% hits; purified PI4K2A, ADP-Glo luminescence, 1 h; hits give low values; Q9BTU6; activity change, negative = inhibition, % at 76.9 µM; in the data active = activity change below about -50%; inconclusive = mostly about -30% to -49%;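 note: -100% = wells without enzyme as full effect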
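PI4K2A activity was measured by ADP-Glo luminescence: enzyme (4 ug/mL stock) and phosphatidylinositol (1.2 mM stock) in Tris pH 7.5/MgCl2/EGTA/Triton X-100 buffer were reacted with ATP (300 microM stock) for one hour at ambient temperature.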
Starred values were filed as active, the others as inactive; ? = inconclusive; . = no result given; & = joins results of further samples; [ ] = another dose, or the depositor's remark. Unless noted, calls come from the whole dose curve; as a rule, active = well fitted curve in the direction sought with a large enough effect; inconclusive = small, poorly fitted or top-dose-only effect, or another doubt; inactive = no such curve, though single readings can be large; an effect the other way counts as inactive or inconclusive. This is a subset; the hit share may differ from the screen's.

Values in the order: ERG-DNA inh	G9a block	HP1b chromo inh	BAZ2B inh	RGS4 inhibitor	GLS inhibitor	12-LOX inh	JMJD2A Tudor	PI4K2A inh
> CCCn1nc(C(=O)OCC(=O)Nc2ncc(Cl)c(C)c2Cl)c2ccccc2c1=O
    -2%	?	-1%	-17%	6%	0%	?	-14%	1
> O=C(CSc1ccccn1)N1CCCC(Nc2ccc(F)c(F)c2)C1 (stereo unspecified)
    -16%	?	19%	4%	-48%	6%	409%[activator]	-16%	-5
> c1coc(-c2nc3ccccc3s2)c1
    0%	.	1%	.	-6%	0%	?	-9%	-9
> CC(=O)Nc1cccc(C(=O)OCC(=O)NNC(=O)c2cccs2)c1
    5%	-9%	34%	11%	14%	25%	4%	-12%	-4
> CCOc1ccc(NC(=O)C(C)C(Cc2ccc(C)cc2)C(=O)O)cc1 (stereo unspecified)
    1%	-7%	24%	-2%	-15%	-5%	0%	-11%	3
> COc1ccc(/C=N/Nc2nc(NCc3ccco3)nc(Nc3ccc(OC)cc3)n2)cc1
    4%	-13%[59 µM]	11%	?	-24%	1%	14%	-35%	-11
> COc1ccc(C(=O)NCc2csc(-c3cccs3)n2)cc1
    1%	7%	25%	-4%	-8%	-3%	?	-17%	-4
> Cc1ccc(NC(=O)Cc2ccccc2F)cc1S(=O)(=O)N1CCCCCC1
    2%	9%[12.7 µM]	47%[activator]	-3%	4%	-8%	0%	1%	-2
> CCCCOc1ccc(CNC(=O)c2cnc3sc(N4CCOCC4)nn3c2=O)cc1
    0%	5%[59 µM]	77%[activator]	2%	-22%	8%	-21%	-12%	-4
> NS(=O)(=O)c1cccc(C(=O)NC2CCSc3ccccc32)c1 (stereo unspecified)
    5%	?	24%	-1%	-20%	0%	-6%	-6%	5
> O=C(Nc1ccccc1)N(CCCN1CCOCC1)Cc1ccccc1F
    -7%	14%	25%	5%	3%	0%	0%	-2%	7
> COc1cccc(CN2CCC(CO)(CC3CCCCO3)CC2)c1 (stereo unspecified)
    1%	5%	13%[57 µM]	-1%	8%	-3%	5%	0%	-2
> O=C(COC(=O)c1ccncc1)Nc1cccc2ccccc12
    12%	.	40%	.	-5%	-2%	336%[activator]	-11%	0
> Cc1cnc(C(=O)Nc2ccccc2-c2ccc(C)o2)cn1
    ?	?	28%	-30%	-23%	-6%	?	-21%	1
> CC(C)c1nnc(NC(=O)CCCC(=O)O)s1
    -13%	-8%	48%	-4%	29%	12%	0%	-16%	2
> CC1Cc2ccccc2N1C(=O)CSc1ncc(-c2ccc(F)cc2)n1C (stereo unspecified)
    4%	?	?	28µM*	-15%	0%	-2%	56µM*	-2
> CCCCNCC(=O)Nc1ccc(NC(=O)CNCCCC)cc1
    -7%	-3%[59 µM]	36%	10%	-38%	0%	-2%	-32%	7
> O=C(/C=C/c1ccccc1)Nc1ccc(Cl)cn1
    ?	.	21%	-2%	-18%	2%	1%	7%	-1
> CCn1nnc(C(=O)O)c1C(=O)O
    -8%	?	0%	?	31%	7%	-13%	20µM*	6
> CC(NC(=O)C1CCCN1S(=O)(=O)c1cccc2cccnc12)c1ccccc1 (stereo unspecified)
    -13%	15%	17%	0%	3%	10%	1%	-15%	-5
> COc1cc(/C=C/C(=O)O)ccc1OCc1cnc(Cl)s1
    0%	-41%	33%	-3%	6%	0%	?	-10%[11.4 µM]	1
> CCOc1cccc2sc(N(Cc3cccnc3)C(=O)c3ccc(C#N)cc3)nc12
    0%	5%[59 µM]	17%	?	-14%	0%	0%	-27%	-2
> CCn1ccnc1C(O)c1cccc2ccccc12 (stereo unspecified)
    -8%	.	22%	?	21%	-5%	57%[activator]	-14%	9
> Nc1ccccc1C#CC(=O)c1ccccc1
    6%	-14%	45%[activator]	11%	-6%	5%	-9%	-6%	12
> O=C(CNC(=O)c1ccco1)NCC(=O)OCc1ccccc1Cl
    1%	-8%	10%	-1%	5%	6%	18%	-9%	-1
> Cc1ccc(-c2cc(C(=O)N/N=C/c3c(C)nn(C)c3C)c3ccccc3n2)c(C)c1
    -9%	-20%	-20%	1%	8%[11.4 µM]	0%	176%[activator][57.4 µM]	11%[11.4 µM]	11
> CC(=O)Nc1c2c(nn1-c1ccccc1C)CS(=O)(=O)C2
    1%	18%	24%	1%	-26%	-11%	0%	5%	-3
> COc1cc(OC)c(NC(=O)[C@@H]2CCC(=O)N2C2OC(=O)c3c2ccc(OC)c3OC)cc1Cl (stereo partly specified)
    0%	7%	33%	1%	-17%	-6%	4%	-11%	2
> Cc1ccc(N(C(=O)Cn2nnc3ccccc32)C(C(=O)NC2CCCCC2)c2cn(C)nc2C)cc1 (stereo unspecified)
    .	-35%	1%	-17%	8%	7%	-13%	-25%	2
> CC(=O)NCCC(=O)Nc1nc(-c2ccccc2Cl)cs1
    2%	0%	40%[activator]	-9%	0%	-5%	-3%	-7%	5
> Cc1ccsc1C(=O)N1CCCC(CCC(=O)NCc2ccccc2F)C1 (stereo unspecified)
    -11%	-11%	46%[activator]	7%	6%	-21%	?	-3%	-1
> COCCNC(=O)C1CC(c2ccc(C(F)(F)F)cc2)=NO1 (stereo unspecified)
    2%	.	58%[activator]	.	-15%	-9%	-1%	1%	-5
> COc1ccccc1N(C(=O)c1ccco1)C(C(=O)NC1CCCC1)c1ccncc1 (stereo unspecified)
    3%	0%[59 µM]	35%[activator]	-2%	3%	-1%	23%	-8%	-2
> CCOC(=O)N1CCN(C(=O)c2ccc(CS(=O)c3ccccc3)o2)CC1 (stereo unspecified)
    0%	57%[activator]	36%	-10%	0%	-13%	-9%	4%	-3
> COCCNc1nc(SCC(=O)N2CCN(c3ccccc3)CC2)nc2ccccc12
    12%	?	-9%	-23%	3%	1%	-16%	-32%	14
> CCOC(=O)c1c(N)n(-c2ccc(C)c(Cl)c2)c2nc3ccccc3nc12
    -3%	1%[59 µM]	25%	11%	13%	-9%	-14%	15%	-16
> CCCCN(C)CCNC(=O)c1cc(-c2cccnc2)nc2ccc(S(=O)(=O)N3CCC(C)CC3)cc12
    -13%&-9%	50µM*	3%&15%	-19%&-12%	-17%[11.4 µM]	12%&0%	?	?	11&-2
> Brc1cccc(Nc2nc(-c3cccnc3)cs2)c1
    6%	.	38%	-1%	-41%	-6%	-23%	-12%	3
> COc1ccc(N2CCN(S(=O)(=O)c3c(C)n(C)c(=O)n(C)c3=O)CC2)cc1
    3%	14%	17%	-13%	11%	25%	361%[activator]	-7%	-1
> COc1ccc(-c2nc(C)sc2CC(=O)O)cc1
    -5%	10%[59 µM]	52%[activator]	0%	27%[11.4 µM]	-15%	10%	?	3
> Cc1cccc(NC(=O)CCc2ccccc2)c1
    6%	-7%	70%[activator]	-2%	-16%	-14%	-3%	-3%	-3
> CCOC(=O)c1cc(-c2ccccc2)n(CC(=O)O)c1C
    -5%	5%[12.7 µM]	10%	?	-1%	10%	?	4%	-3
> COC(=O)c1cn(C(=O)c2ccc(Br)o2)c2ccccc12
    -3%	0%[12.7 µM]	1%	-30%	4%	2%	-4%	10%	3
> Cc1nn(CCCC(=O)NCc2cccc(F)c2)c(=O)c2nn(-c3ccccc3)c(C)c12
    -4%	-3%[59 µM]	9%	-5%	10%	-11%	-7%	-18%	1
> O=C(O)c1cc([N+](=O)[O-])ccc1C(=O)Nc1cccc([N+](=O)[O-])c1
    -6%	1%	18%	-3%	-9%	20%	?	-6%	-2
> CCc1cccc(NC(=O)CN(c2ccc(C)cc2)S(=O)(=O)c2cccs2)c1
    -4%	-2%[59 µM]	51%[activator]	.	4%	1%	-20%	4%	-12
> Cc1cc(C)c2c(N)c(C(=O)NC3CCCC3)sc2n1
    6%	35µM*	44%[activator]	-2%	-2%	-19%	-9%	-8%	-2
> C=CCn1c(C)nc2c(sc3nc4c(cc32)COC(C)(C)C4)c1=O
    -5%	.	6%	-18%	3%	0%	-16%	-14%	-3
> CCN(Cc1nc2ccccc2c(=O)[nH]1)C(=O)c1cccc(OCc2c(C)noc2C)c1
    0%	1%	23%	7%	-23%	-14%	17%	-10%	5
> CCCCC(=O)N1CCN(c2nc3ccc(F)cc3s2)CC1
    8%	14%[0.501 µM]	17%[57 µM]	-1%	-5%	-4%	2%	2%	-7
> Cn1nc(C(F)(F)F)c(-c2cccc(C(F)(F)F)c2)c1NC(=O)CSCC(=O)O
    -1%	.	7%	-8%	26%	-8%	0%	6%	-12
> CN(CC(=O)NC(=O)NCc1ccccc1)Cc1ccc(Cl)c(Cl)c1
    .	?	82%[activator]	11%	-37%	1%	-1%	1%	0
> O=C1N=C(N2CCOCC2)S/C1=C\C=C/c1ccccc1
    1%	22%	22%	-5%	23%	.	-27%	-11%	2
> CCOc1ccc(CCNC(=O)CCC(=O)N2CCOc3ccc(C)cc32)cc1OCC
    2%	15%	15%	0%	-23%	-1%	28%[57.4 µM]	-22%	-5
> COc1cc2c(C(=O)N3CCN(c4cc(Cl)ccc4C)CC3)cn(CC(C)C)c(=O)c2cc1OC
    0%	4%[59 µM]	15%	4%	-3%	0%	0%	-23%	2
